# cytoskel mod = alters cytoskeleton assembly in HUVEC cells. HUVEC TNFa F-actin phalloidin imaging, high content. inhibition, % at 2 µM. 0.18% of 91,000 active. AID 836;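 active = inhibition above the batch mean plus 3 SD and confirmed as a hit by visual image inspection, cut at about 30% in these data, passing the limit was not always enough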; also: strong numbers were not always called active
# TNFa cytotox = HUVEC cytotoxicity counter-screen, TNF alpha stimulated. HUVEC TNFalpha-stimulated, Hoechst cell count, imaging. 0.17% of 93,000 active. cell count reduction, % at 2 µM;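 active = cell count reduction exceeding the screen mean by over 5 SD, scaled to untreated wells per plate, cut at about 78% in these data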;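 also: cells counted after 24 h of TNF alpha exposure following the 1 h pretreatment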
# LYP inh 2 = inhibitors of human LYP (PTPN22) phosphatase; inhibition, % at 2 µM; Q9Y2R2; 0.21% of 96,000 active; recombinant LYP catalytic domain, DiFMUP fluorescence;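 active = inhibition at 2 µM at or above a set limit, the screen mean plus 3 SD, cut at about 24% in these data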;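 also: 0% = DMSO with enzyme and 100% = enzyme fully blocked by orthovanadate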
# DAT uptake mod = human DAT dopamine uptake with cocaine, either direction | AID 449768 | 1.3% of 110,000 active | Q01959 | LLC-PK1 hDAT cells, [14C]-dopamine uptake with cocaine IC80; actives deviate in either direction | B-score at 10 µM;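 active = Z score or B-score, a plate-position-corrected score, falls beyond the plate's 99.7% confidence bounds, in either direction; inactive = both scores lie inside the 99.7% bounds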;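 also: scored against the spread of the other compound wells on the same plate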
# Target sequence (Q01959 whole entry, looked up): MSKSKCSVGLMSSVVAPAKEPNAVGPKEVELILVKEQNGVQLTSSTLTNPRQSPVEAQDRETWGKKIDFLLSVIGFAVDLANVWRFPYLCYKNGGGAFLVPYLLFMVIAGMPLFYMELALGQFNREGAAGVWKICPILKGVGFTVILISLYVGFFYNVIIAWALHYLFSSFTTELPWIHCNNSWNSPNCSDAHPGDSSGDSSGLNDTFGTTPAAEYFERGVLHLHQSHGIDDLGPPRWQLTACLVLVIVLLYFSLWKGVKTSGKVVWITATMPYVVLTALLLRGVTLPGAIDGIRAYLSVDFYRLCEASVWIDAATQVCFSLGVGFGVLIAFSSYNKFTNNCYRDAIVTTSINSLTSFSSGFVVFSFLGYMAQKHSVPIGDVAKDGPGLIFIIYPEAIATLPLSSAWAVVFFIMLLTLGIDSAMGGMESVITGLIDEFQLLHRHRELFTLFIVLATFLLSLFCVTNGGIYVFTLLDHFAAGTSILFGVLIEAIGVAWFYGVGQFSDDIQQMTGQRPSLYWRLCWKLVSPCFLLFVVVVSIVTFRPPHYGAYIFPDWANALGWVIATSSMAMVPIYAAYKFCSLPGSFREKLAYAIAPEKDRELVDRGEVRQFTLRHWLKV
# MT1-MMP txn act = MT1-MMP promoter transcription activation | HT1080 MT1-MMP promoter luciferase reporter, luminescence, overnight; stronger effect = higher value | activation factor at 10 µM | 0.16% of 86,000 active;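 active = activation factor of at least 2 for MT1-MMP transcription at 10 µM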
# IL1B cytotox = toxic to HUVEC cells under IL-1B stimulation. cell count reduction, % at 2 µM. HUVEC cell count loss, Hoechst imaging, IL-1B stimulated. 0.41% of 94,000 active;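 active = cell count reduction more than 3 SD above the screen-wide mean, cut at about 70% in these data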;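 also: normalized per plate to untreated control cells as the no-loss baseline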
# VCAM1 TNFa inh = reduces TNF alpha induced VCAM1 expression in HUVEC; HUVEC TNFa-induced VCAM-1 immunofluorescence, high-content imaging; inhibition, % at 2 µM; 0.48% of 95,000 active; AID 802;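 active = inhibition above the batch mean plus 3 SD, with images confirmed as a hit by eye, cut at about 37% in these data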;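 also: 0% = TNF-stimulated DMSO wells and 100% = unstimulated control wells; not every result past the cut was called active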
# Smad3 inh = inhibitors of human Smad3 transcription factor binding. P84022. TR-FRET Smad3/Dy647-FoxH1 peptide binding, europium anti-His. inhibition, % at 25 µM. 0.29% of 88,000 active. AID 630;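 active = compounds that reduce the energy-transfer binding signal between the protein and its labelled peptide by more than half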;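 also: 0% = Smad3 plus labelled peptide maximal FRET and 100% = peptide-only background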
# Target sequence (P84022 whole entry, looked up): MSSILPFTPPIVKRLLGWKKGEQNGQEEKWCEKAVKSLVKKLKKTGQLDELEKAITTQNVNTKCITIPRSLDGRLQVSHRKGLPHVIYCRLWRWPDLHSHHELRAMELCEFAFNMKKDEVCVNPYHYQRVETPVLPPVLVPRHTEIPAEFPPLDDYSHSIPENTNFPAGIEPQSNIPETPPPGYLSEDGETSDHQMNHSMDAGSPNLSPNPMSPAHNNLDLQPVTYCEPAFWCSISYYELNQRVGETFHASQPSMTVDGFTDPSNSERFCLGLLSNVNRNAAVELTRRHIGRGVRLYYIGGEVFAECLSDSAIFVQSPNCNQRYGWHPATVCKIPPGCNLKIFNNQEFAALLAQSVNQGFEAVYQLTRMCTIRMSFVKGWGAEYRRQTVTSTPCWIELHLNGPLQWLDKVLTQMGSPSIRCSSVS
# Calb biofilm kill = kills Candida albicans biofilms; C. albicans biofilm + clotrimazole, Alamar Blue; inhibition, % at 6 µM; 0.14% of 85,000 active;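 active = inhibition above 20%; inactive = inhibition below 20%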;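 also: preformed 24 hr biofilms exposed to compound for 48 hr; 0% = biofilm without compound and 100% = blank killed by clotrimazole plus chlorhexidine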
# An asterisk follows results filed as active; nt = not tested or not shown.
# Keys: A = cytoskel mod; B = TNFa cytotox; C = LYP inh 2; D = DAT uptake mod; E = MT1-MMP txn act; F = IL1B cytotox; G = VCAM1 TNFa inh; H = Smad3 inh; I = Calb biofilm kill
CC1CCCCC1N=CC1=C(O)CC(C)(C)CC1=O (stereo unspecified)
  A = nt; B = 8.4; C = -7.4; D = 0.0635; E = 1.2; F = 17.0; G = -4.1; H = 4.6; I = 7.1
COC(=O)C(Cc1c[nH]c2ccccc12)NC(=O)C(C)C (stereo unspecified)
  A = -13.2; B = -7.5; C = -0.9; D = -1.39; E = 1.2; F = -1.5; G = 17.8; H = -13.5; I = 4.8
CC1(C)OC(=O)C(=CNc2ccccc2)C(=O)O1
  A = -9.1; B = -4.5; C = -7.7; D = 0.0327; E = 1.3; F = -5.9; G = -0.8; H = 0.1; I = 7.6
O=C1CC(N(O)c2ccccc2)C(=O)N1Cc1ccccc1 (stereo unspecified)
  A = nt; B = nt; C = nt; D = -1.33; E = 1.2; F = nt; G = nt; H = 0.4; I = 8.1
O=C1C2CCCN2C(c2ccc(F)cc2)N1c1cccc(Cl)c1 (stereo unspecified)
  A = -0.3; B = -38.5; C = -10.5; D = 0.0104; E = 1.2; F = -3.0; G = 5.3; H = 6.2; I = 16.8
Cc1cccc(NC(=O)c2cc3c(n(-c4ccccc4)c2=O)CCCC3=O)n1
  A = -2.9; B = -2.7; C = 3.2; D = 1.7; E = 0.9; F = -17.9; G = 9.4; H = 2.0; I = 2.5
CCCCNC(=O)C1c2cc(OC)c(OC)cc2C(=O)N(C)C1c1ccc(OC)cc1 (stereo unspecified)
  A = nt; B = nt; C = nt; D = 0.466; E = 1; F = nt; G = nt; H = 2.5; I = 4.6
CCCCNC(=O)COC(=O)c1cc(S(=O)(=O)N2CCCCCC2)ccc1OC
  A = 0.0; B = -16.9; C = -4.2; D = 0.17; E = nt; F = -20.8; G = 26.3; H = nt; I = nt
C=CCNC(=O)CN1CCC(n2c(C)nc3cc(C(F)(F)F)ccc32)CC1
  A = -1.0; B = -13.2; C = -0.7; D = 2.28; E = nt; F = -5.1; G = -58.3; H = nt; I = nt
COC(=O)c1c(NC(=O)CCCC(=O)O)sc(C)c1C
  A = nt; B = nt; C = nt; D = 1.51; E = 1.1; F = nt; G = nt; H = -4.5; I = -1.8
Cn1c(CN2CCCC2)nc2cc(NC(=O)C3CCCCC3)ccc21
  A = -11.1; B = 7.2; C = 7.2; D = 0.206; E = nt; F = 5.6; G = 0.7; H = nt; I = nt
COc1ccc(Cc2nnc(NC(=O)Cn3cnc4c3c(=O)n(C)c(=O)n4C)s2)cc1
  A = 1.3; B = -31.7; C = 2.2; D = -0.544; E = 1.1; F = -40.3; G = -8.1; H = 3.0; I = -2.9
Nc1c2c(nc3ccccc13)N(C1CCCCC1)CC2
  A = nt; B = nt; C = nt; D = 0.0317; E = 0.9; F = nt; G = nt; H = 7.8; I = 9.1
Cc1ccc(C(=O)N2CCN(C3CCCCC3)CC2)s1
  A = nt; B = nt; C = nt; D = -0.62; E = 1.1; F = nt; G = nt; H = -13.5; I = 3.9
Cn1cc(Cl)c(-c2nc3ccccc3[nH]2)n1
  A = -9.4; B = 2.3; C = -11.6; D = -1.35; E = 1.2; F = 1.3; G = -3.1; H = -0.7; I = 4.4
CCn1c(NC)cc(=O)n(C)c1=O
  A = 9.4; B = -18.6; C = -2.5; D = 0.223; E = 1.1; F = -2.8; G = 14.6; H = 8.0; I = 6.1
CCC(=S)/C=C1\Sc2ccc3ccccc3c2N1CCCS(=O)(=O)O
  A = -3.7; B = -7.9; C = 10.0; D = 0.275; E = nt; F = -5.3; G = 2.6; H = nt; I = nt
Cc1cc(NC(=O)CC(C)(C)C)nc2c1c(=O)oc1ccccc12
  A = -3.7; B = 10.6; C = 2.3; D = -0.817; E = 1.1; F = -10.7; G = -9.0; H = 17.4; I = 6.7
COc1ccc(OC)c(N(CC(N)=O)S(=O)(=O)c2ccc(OC)c(OC)c2)c1
  A = -5.7; B = -19.4; C = 0.8; D = 0.804; E = 1; F = -5.9; G = 0.2; H = -8.3; I = 2.5
Cc1ccc(-c2nc3ncccn3c2NC(=O)C2CC2)cc1
  A = -1.4; B = -5.9; C = -3.6; D = 0.365; E = 1.1; F = 21.2; G = -24.8; H = -7.2; I = 4.9
CCCCCNC(=O)C1CC=CCC1C(=O)O (stereo unspecified)
  A = 11.3; B = -40.5; C = 1.6; D = -0.206; E = 1.3; F = -37.3; G = -27.2; H = 2.8; I = 5.8
CCSc1oc(-c2ccco2)nc1S(=O)(=O)c1ccccc1
  A = -9.2; B = 8.9; C = 2.6; D = 0.285; E = 1.2; F = -10.5; G = 3.9; H = 5.5; I = 10.3
Cc1ccccc1-n1c(N)cc(=O)[nH]c1=S
  A = 24.9; B = nt; C = 3.3; D = 0.982; E = 1; F = 3.6; G = -45.0; H = -1.0; I = 5.0
CC1CCCCN1Cc1nc2ccccc2c(=O)[nH]1 (stereo unspecified)
  A = 9.8; B = 6.6; C = -3.3; D = 0.139; E = 1.4; F = -19.2; G = 0.2; H = -2.4; I = 6.3
CCNC(=S)N/N=C/c1cccs1
  A = -4.6; B = -35.0; C = -3.4; D = -1.39; E = nt; F = 13.5; G = -8.2; H = nt; I = nt
O=[N+]([O-])c1cc([N+](=O)[O-])c(N2CCOCC2)cc1NCc1ccccc1
  A = 3.4; B = -11.4; C = -2.5; D = 1.06; E = nt; F = -2.3; G = -15.4; H = nt; I = nt
CC(C)NS(=O)(=O)c1ccc(CCC(=O)Nc2cc(Cl)ccc2Oc2ccccc2)cc1
  A = 5.0; B = 7.0; C = -18.1; D = 0.877; E = nt; F = 3.1; G = -4.3; H = nt; I = nt
CCCCOc1c(Cl)cc(CNC(C)(C)CO)cc1OCC
  A = 11.8; B = -14.1; C = -14.3; D = 0.0639; E = 1.2; F = -15.3; G = 29.3; H = 1.5; I = 9.5
c1ccc2c(c1)oc1c(NCC3CCCO3)ncnc12 (stereo unspecified)
  A = -22.0; B = 11.9; C = -0.6; D = 1.42; E = 1.5; F = 7.4; G = -8.1; H = -0.9; I = 8.0
CN1C(=O)CSc2ccc(NC(=O)N3CCC(N4CCCCC4)CC3)cc21
  A = nt; B = -21.5; C = -8.3; D = -0.211; E = 1.5; F = -2.0; G = 4.3; H = -2.2; I = 0.3
CC(c1nnc(SCC(=O)N2CCc3ccccc32)n1-c1ccc(Cl)cc1)N(C)C (stereo unspecified)
  A = 13.7; B = -2.0; C = 16.9; D = 1.26; E = nt; F = -18.6; G = 13.5; H = nt; I = nt
Cc1nn(C(C)(C)C)c(OC(=O)c2ccc(Br)o2)c1Sc1ccccc1
  A = nt; B = -56.2; C = 3.7; D = 0.000216; E = 1.1; F = -1.1; G = 35.0; H = 6.5; I = 2.5
O=C(CSc1n[nH]c(-c2ccncc2)n1)NCCc1ccccc1
  A = -11.1; B = -20.0; C = -6.5; D = -0.388; E = 1.1; F = 21.1; G = 21.6; H = 10.0; I = 1.8
BrC(=C\c1ccccc1)/C=N/N1CCN(c2ccccn2)CC1
  A = -17.4; B = 13.3; C = 2.0; D = 0.36; E = nt; F = -29.7; G = -5.9; H = nt; I = nt
CCCCCn1c(NCc2ccco2)nc2ccccc21
  A = -0.2; B = -1.4; C = 3.7; D = 0.888; E = 1; F = 5.9; G = -1.4; H = 3.5; I = 11.7
COc1ccc(N2C(=O)C3CCCN3C2c2ccccc2)cc1 (stereo unspecified)
  A = -1.1; B = -17.0; C = -2.0; D = -0.0846; E = 1.1; F = -5.7; G = 2.0; H = 14.4; I = 3.3
C/C(O)=C\c1nc2ccccc2oc1=O
  A = -19.5; B = 8.2; C = -9.4; D = -0.0419; E = nt; F = -34.8; G = 15.6; H = nt; I = nt
C#CCOC(=O)CCCNc1ccc([N+](=O)[O-])cc1[N+](=O)[O-]
  A = 21.6; B = -10.1; C = 0.5; D = -0.262; E = nt; F = -88.0; G = -0.5; H = nt; I = nt
CCc1ccc(OCc2nnc(NC(=O)c3cccs3)s2)cc1
  A = 4.4; B = -16.1; C = -4.8; D = -0.101; E = 1.2; F = -16.8; G = 6.2; H = -0.8; I = 0.7
Cc1nc(-c2cccc(S(=O)(=O)N3CCOCC3)c2)cs1
  A = -12.5; B = -0.4; C = -4.0; D = -0.195; E = 1.1; F = 10.0; G = 6.4; H = nt; I = nt
COC(=O)CN1C(=O)Nc2ccc(Br)cc2C1c1ccccc1 (stereo unspecified)
  A = -17.7; B = 16.7; C = -22.3; D = 1.25; E = 1.1; F = -31.1; G = 24.7; H = 11.1; I = -1.8
CCOc1ccc2c(=O)c(Oc3ccccc3OCC)coc2c1
  A = nt; B = -14.2; C = 1.3; D = 0.448; E = 1.1; F = 0.9; G = -0.7; H = -2.6; I = 3.9
COC(=O)C1CCN(C(=O)CCCOc2ccccc2)CC1
  A = -21.0; B = 5.7; C = 11.2; D = 1.09; E = 1; F = -28.3; G = 14.1; H = 3.6; I = nt
CCOC(=O)c1nnn(CC(=O)Nc2cc(Cl)ccc2C)c1C(=O)OCC
  A = -5.3; B = -14.1; C = -8.4; D = -0.256; E = nt; F = 6.3; G = 13.5; H = 5.6; I = 4.8
O=C(CN1CCN(Cc2ccccc2)C1=O)NCCCN1CCOCC1
  A = 3.5; B = 13.1; C = 3.2; D = -1.55; E = nt; F = 5.9; G = 2.8; H = 7.0; I = 1.6
CCC(C)(C)C1CCC(=NNC(=O)c2ccoc2C)CC1 (stereo unspecified)
  A = -16.1; B = -2.0; C = 5.1; D = -0.102; E = nt; F = 25.3; G = 19.8; H = nt; I = nt
O=C(Nc1ccc2nc(-c3ccco3)[nH]c2c1)c1cccs1
  A = 7.7; B = -30.9; C = 5.8; D = -0.848; E = 1.2; F = -7.8; G = -21.1; H = 12.2; I = 1.3
CCOC(=O)Cc1c(C)nc2cc(-c3ccc(C)cc3)[nH]n2c1=O
  A = 10.9; B = -25.2; C = -3.6; D = 0.316; E = 1.2; F = -16.4; G = -2.4; H = 2.5; I = 1.8
Cc1ccc(N/C(SCc2ccccc2C)=C(/C#N)C(=O)NCc2ccco2)cc1C
  A = 1.5; B = -3.6; C = 5.6; D = 1.22; E = 1.2; F = -11.4; G = 15.9; H = 1.2; I = 9.3
N#CC1=C(N)N(c2ccccc2)C(c2ccccc2)C1(C#N)C#N (stereo unspecified)
  A = -1.5; B = nt; C = -5.7; D = -1.08; E = 1.1; F = -4.3; G = 4.8; H = -2.7; I = 5.4

# Single records, from the list above. Screens in order: cytoskel mod | TNFa cytotox | LYP inh 2 | DAT uptake mod | MT1-MMP txn act | IL1B cytotox | VCAM1 TNFa inh | Smad3 inh | Calb biofilm kill
# CCOc1ccc2c(=O)c(Oc3ccccc3OCC)coc2c1 reads nt | -14.2 | 1.3 | 0.448 | 1.1 | 0.9 | -0.7 | -2.6 | 3.9
# CC1CCCCC1N=CC1=C(O)CC(C)(C)CC1=O (stereo unspecified) reads nt | 8.4 | -7.4 | 0.0635 | 1.2 | 17.0 | -4.1 | 4.6 | 7.1

# (listing goes on)
# Keys: A = cytoskel mod; B = TNFa cytotox; C = LYP inh 2; D = DAT uptake mod; E = MT1-MMP txn act; F = IL1B cytotox; G = VCAM1 TNFa inh; H = Smad3 inh; I = Calb biofilm kill
CCOC(=O)CC(=O)CSc1nc2c(sc(=S)n2-c2ccccc2)c(=O)[nH]1
  A = 3.9; B = -18.5; C = -0.6; D = 0.924; E = 1.2; F = -11.8; G = -45.2; H = 4.3; I = 7.9
COc1ccccc1N1CCN(C(=O)Oc2ccccc2)CC1
  A = 2.3; B = -24.4; C = 0.8; D = 0.293; E = nt; F = -11.3; G = -0.5; H = -5.1; I = 4.5
O=C(/C=C/c1c(Cl)cccc1Cl)Nc1ccncc1
  A = -0.6; B = 4.5; C = -1.5; D = 0.0758; E = nt; F = 4.5; G = 20.5; H = nt; I = nt
O=c1ccnc(NCCc2ccccc2)[nH]1
  A = 5.1; B = 14.9; C = 7.3; D = -0.919; E = 1.2; F = 12.1; G = 24.4; H = 9.7; I = 9.3

# A portion of the library; rates above refer to the full screens.
